# Screens as filed in PubChem BioAssay.
# JMJD2A Tudor inh = qHTS Assay for Inhibitors of JMJD2A-Tudor Domain; actives 4.4% (n = 390,000); Lysine-specific demethylase 4A (Homo sapiens), O75164; AlphaScreen JMJD2A-Tudor / H3K4me3 peptide binding; Potency, µM (highest dose often 114 µM), for the others: top-dose activity change, negative = inhibition, usual class: inhibitors; also: % is scaled to controls: 0 for no effect and ±100 for the full control effect; nearly all actives have a fitted effect of over 50% in size
# 12-LOX inh = Primary qHTS assay for inhibitors of human arachidonate 12S-lipoxygenase (ALOX12): Round 2; Polyunsaturated fatty acid lipoxygenase ALOX12 (Homo sapiens), P18054; purified 12hLO, xylenol orange hydroperoxide absorbance; Potency, µM (series often up to 108 µM), inactives show at the top dose activity change, negative = inhibition, actives largely listed as inhibitors; actives 1.1% (n = 580,000); AID 1671190, 2021; also: % is scaled to controls: 0 for no effect and ±100 for the full control effect
#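 Purified human 12hLO (150 nM final) in 25 mM Hepes, 0.01% Triton X-100, pH 7.0 was preincubated 15 min at room temperature with compound. Then 40 uM arachidonic acid was added, 30 min. Hydroperoxide was read by Fe-XO absorbance ratio 573/405 nm.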
# Pin1 inhibitor = qHTS Assay to Find Inhibitors of Pin1; actives 0.009% (n = 390,000); Pin1 FP peptide displacement, HiFluor488, 10 min; Peptidyl-prolyl cis-trans isomerase NIMA-interacting 1 (Homo sapiens), Q13526; Potency, µM (series often up to 115 µM), inactives show at the highest dose activity, negative = inhibition, actives largely listed as inhibitors; active = well fitted inhibition curve with a large enough effect in the polarisation, with a control signal flat, not every such curve was filed as active; inconclusive = small, poorly fitted or top-dose-only effect, or effect the other way, or a change in a side signal; inactive = no such curve, though single readings can be large or run the other way; the % refers to the polarisation; also: % is scaled to controls: 0 for no effect and ±100 for the full control effect
# Target sequence (Q13526 whole entry, looked up): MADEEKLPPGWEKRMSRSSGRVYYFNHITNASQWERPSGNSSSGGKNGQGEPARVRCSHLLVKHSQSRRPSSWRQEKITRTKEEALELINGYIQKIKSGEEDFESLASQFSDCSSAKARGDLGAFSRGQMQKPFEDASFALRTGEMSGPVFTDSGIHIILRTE
# rTrxR1 inhibitor = qHTS Assay for Inhibitors of Mammalian Selenoprotein Thioredoxin Reductase 1 (TrxR1): qHTS; Thioredoxin reductase 1, cytoplasmic (Rattus norvegicus), O89049; recombinant rTrxR1, NADPH fluorescence consumption, selenite substrate; Potency, µM (series often up to 114 µM), without a hit: top-dose activity change, negative = inhibition, actives largely listed as inhibitors; actives 1% (n = 390,000); also: % is scaled to controls: 0 for no effect and ±100 for the full control effect; nearly all actives have a fitted effect of over 65% in size
#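 Rat TrxR1 (90 nM in the dispensed reagent) was pre-reduced with 400 uM NADPH for 5 min at room temperature, then incubated with compound for 15 min. After 400 uM selenite was added, NADPH fluorescence (Ex 340/Em 450 nm) was followed for 8 min.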
# HP1b binding inh = HTS for Inhibitors of HP1-beta Chromodomain Interactions with Methylated Histone Tails; actives 0.56% (n = 390,000); Potency, µM (titrated, usually from 114 µM), inactives show at the highest dose activity change, negative = inhibition, actives largely listed as inhibitors; Chromobox protein homolog 1 (Homo sapiens), P83916; AlphaScreen HP1-beta / biotin-H3K9me3 peptide binding; also: nearly all actives have a fitted effect of over 70% in size; inactives centre near 23
# Target sequence (P83916 whole entry, looked up): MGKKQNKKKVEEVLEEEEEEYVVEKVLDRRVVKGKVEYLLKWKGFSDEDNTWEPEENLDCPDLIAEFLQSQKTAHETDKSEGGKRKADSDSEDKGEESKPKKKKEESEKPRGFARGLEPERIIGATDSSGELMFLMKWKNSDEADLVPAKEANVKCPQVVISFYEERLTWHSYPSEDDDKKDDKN
#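 Compound inhibition of the preformed complex between 50 nM HP1-beta and 50 nM biotinylated H3K9me3 peptide was read by AlphaScreen. Buffer was PBS pH 7.4 with 0.01% Tween-20. Incubations ran 30 min at room temperature, with 10 ug/mL donor/acceptor beads.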
# GLS inh = qHTS for Inhibitors of Glutaminase (GLS) | GLS enzymatic activity, qHTS titration | Potency, µM (top dose mostly 45.5 µM), for inactives: at the top dose activity change, negative = inhibition, most hits filed as inhibitors | actives 0.21% (n = 410,000); also: % is scaled to controls: 0 for no effect and ±100 for the full control effect
#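 Human kidney-isoform GLS in 45 mM KH2PO4 pH 8.2, 0.02% Tween-20, with compound, started with 1mM L-Glutamine (added stock). Glutamate oxidase/HRP/Amplex red coupled fluorescence read at start and after 30 min at RT.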
# PGK inhibitor = qHTS Assay to Find Inhibitors of Phosphoglycerate Kinase | Phosphoglycerate kinase, glycosomal (Trypanosoma brucei brucei), P07378 | PGK/GAPDH coupled, Kinase-Glo luminescence, 60 min | Potency, µM (titrated, usually from 57.5 µM), without a hit: at the highest dose activity change, negative = inhibition, usual class: inhibitors | actives 0.043% (n = 380,000) | AID 602233, 2012; also: % is scaled to controls: 0 for no effect and ±100 for the full control effect; nearly all actives have a fitted effect of over 60% in size
# Target sequence (P07378 whole entry, looked up): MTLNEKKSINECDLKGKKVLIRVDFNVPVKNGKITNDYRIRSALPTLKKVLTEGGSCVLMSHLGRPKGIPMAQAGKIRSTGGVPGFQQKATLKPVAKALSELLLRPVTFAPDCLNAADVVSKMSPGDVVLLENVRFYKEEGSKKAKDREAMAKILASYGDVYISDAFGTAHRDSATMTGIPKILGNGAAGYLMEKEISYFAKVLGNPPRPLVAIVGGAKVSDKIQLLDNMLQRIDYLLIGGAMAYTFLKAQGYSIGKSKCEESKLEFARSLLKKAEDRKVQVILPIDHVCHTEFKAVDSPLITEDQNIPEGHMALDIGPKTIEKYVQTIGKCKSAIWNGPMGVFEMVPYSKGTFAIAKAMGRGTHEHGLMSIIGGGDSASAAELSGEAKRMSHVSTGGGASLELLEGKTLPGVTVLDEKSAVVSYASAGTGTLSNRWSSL
#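 Recombinant glycosomal PGK reaction used 1,3-bisphosphoglycerate generated in-well by GAPDH (100nM final) in 100mM TEA pH 7.6, 5mM MgCl2, 0.01% Tween-20. After 60 minutes at room temperature, ATP was read by Kinase-Glo Plus luminescence end-point.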
# RGS4 inhibitor = Inhibitors of Regulator of G Protein Signaling (RGS) 4: qHTS | Potency, µM (top dose mostly 114 µM), inactives show at the top dose activity change, negative = inhibition, actives largely listed as inhibitors | Regulator of G-protein signaling 4 (Homo sapiens), P49798 | AID 504845, 2011 | actives 0.039% (n = 390,000) | Transcreener GDP fluorescence polarization, RGS4-accelerated GTP hydrolysis; also: % is scaled to controls: 0 for no effect and ±100 for the full control effect; nearly all actives have a fitted effect of over 75% in size; some results filed as inactive show a strong effect at the top dose
# Target sequence (P49798 whole entry, looked up): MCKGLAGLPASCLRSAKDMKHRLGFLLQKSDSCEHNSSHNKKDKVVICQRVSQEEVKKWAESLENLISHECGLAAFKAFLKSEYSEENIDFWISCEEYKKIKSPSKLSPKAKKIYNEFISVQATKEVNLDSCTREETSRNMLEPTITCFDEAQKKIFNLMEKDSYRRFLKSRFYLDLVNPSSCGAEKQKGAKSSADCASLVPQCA
#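 MLSMR compounds (23 nl, pin-transferred) preincubated 10 min at room temperature with a 500nM (2x) first reagent, then RGS4 at 900nM (2x) plus Transcreener GDP mix added; fluorescence polarization (620/688 nm) read before and after 90 min at 30 °C.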
# ERG-DNA inh = qHTS for Small Molecule Inhibitors of the ERG Ets/DNA interaction; Transcriptional regulator ERG (Homo sapiens), P11308; Potency, µM (titrated, usually from 76.9 µM), for the others: at the highest dose FP activity, negative = inhibition, hits mostly inhibitors; actives 0.028% (n = 370,000); fluorescence polarization, His-ERG Ets domain / labelled DNA; AID 624246, 2012; active = well fitted inhibition curve with a large enough effect in the polarisation, with a control signal flat; inconclusive = small, poorly fitted or top-dose-only effect, or effect the other way, or a change in a side signal; inactive = no such curve, though single readings can be large or run the other way; the % refers to the polarisation;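 also: polarization taken with two DNA probes labelled with fluorescein and Texas red; % of control where 0% means no effect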
#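 His-tagged ERG Ets domain (1 uM in the protein solution; 300mM KCl, 50mM Tris-HCl, 1mM EDTA, 1mM DTT, pH 7.5) received compound, then a probe mix of 5 nM fluorescein-DNA and 100nM Texas-615-DNA. Fluorescence polarization was read for both dyes.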
# * hit, by the source's call; i = inactive; ? = inconclusive; nt = no result given; & = joins results of further samples; [ ] = dose if it differs, or a comment. Unless noted, calls follow the shape of the dose curve; as a rule, active = well fitted curve in the direction sought with a large enough effect; inconclusive = small, poorly fitted or top-dose-only effect, or another doubt; inactive = no such curve, though single readings can be large; an effect the other way counts as inactive or inconclusive. Potency is read from the fitted curve at half-maximal effect. A portion of the library (hit frequency here may not be typical).
1) CC(C)N(CCCNC(=O)Cn1c(=O)c2cccn2c2ccc(F)cc21)Cc1ccccc1
2) CCOc1ccc(N(CC(=O)Nc2ccc(C)cc2)S(=O)(=O)c2c(C)noc2C)cc1
3) Cc1nc(-n2nc(C)c(Cc3ccc4c(c3)OCO4)c2C)sc1C(=O)Nc1cccc(Cl)c1
4) CCOc1cc(C(=O)Nc2ccccc2N2CCOCC2)ccc1OCC(=O)N1CCCCC1
5) O=C(Nc1sc2c(c1C(=O)O)CCC2)c1cccs1
6) CCOC(=O)COc1ccc2ccccc2c1/C=C/[N+](=O)[O-]
7) CCOC(=O)c1c(NC(=O)Cn2cc([N+](=O)[O-])cn2)sc2c1CCC2
8) COc1ccc(C(=O)N2CCN(c3ccc([N+](=O)[O-])c(NCCc4ccc(OC)c(OC)c4)c3)CC2)cc1
9) COc1cc(SC)ccc1C(=O)N1CCn2c3c(c4cc(C)ccc42)CCCC31 (stereo unspecified)
10) Cc1cc(Cl)ccc1OCC(=O)N(Cc1cccs1)C1CCS(=O)(=O)C1 (stereo unspecified)

compound no.	1	2	3	4	5	6	7	8	9	10
JMJD2A Tudor inh	-18%	-9%	-6%	-14%	-15%	-14%	-3%	?	-15%	-13%
12-LOX inh	4%	-21%	-16%	14%	6%&17%	-17%	12%	-16%	7%	0%
Pin1 inhibitor	-3%	3%	10%	17%	0%	1%	6%	6%	-1%	-1%
rTrxR1 inhibitor	4%	13%	-18%	5%	-25%	7.1µM*	3%	-14%	-28%	-2%
HP1b binding inh	41%[activator]	52%[activator]	19%	26%	12%	7%	22%	-9%	-20%	35%
GLS inh	18%	-3%	-4%	-13%	21%	5%	-1%	-9%	-10%	4%
PGK inhibitor	11%	-8%	1%	-3%	-7%	3%	nt	-9%	-3%	5%
RGS4 inhibitor	1%[11.4 µM]	1%	-3%	-9%	-7%	?	-14%	-23%	10%	2%
ERG-DNA inh	-1%	-1%	-6%	2%	2%	3%	nt	1%	?	-7%

11) CN(c1ccc(OCCOc2ccccc2Cl)cc1)S(=O)(=O)c1ccccc1
12) Cc1cc(C)nc(SCC(=O)N/N=C/c2cc(C)n(-c3ccccc3C)c2C)n1
13) Cc1ccc(S(=O)(=O)NCc2c(-c3ccccc3)noc2C)cc1
14) CCN=C1SC(CC(=O)NC(C)C)C(=O)N1CC (stereo unspecified)
15) O=C(NCc1ccc2c(c1)OCO2)c1ccc(CSCc2ccc(Cl)cc2)o1
16) Cc1cc(OCCNCCO)cc(C)c1Cl
17) O=C(CN1C(=O)C2C3C=CC(C3)C2C1=O)Nc1ccc2nccnc2c1 (stereo unspecified)
18) COc1ccc(S(=O)(=O)Nc2cc(C(=O)NCCCOC(C)C)ccc2N2CCOCC2)cc1
19) COc1ccc2c(Cl)c(C(=O)OCC(=O)c3ccc4c(c3)NC(=O)CO4)sc2c1Cl
20) CCOC(=O)c1c(C)[nH]c(C(=O)OC)c1CCC(=O)OC

compound no.	11	12	13	14	15	16	17	18	19	20
JMJD2A Tudor inh	11%	?	4%	-6%	-26%	-4%	-17%	-16%	-5%	-15%
12-LOX inh	171%[activator]	14%	?	0%	-9%	0%	0%	-1%	0%	4%
Pin1 inhibitor	-1%	3%	-1%	1%	8%	-1%	0%	?	-8%	-6%
rTrxR1 inhibitor	-5%	-11%	15%[57.1 µM]	5%	20%[57.1 µM]	-11%	28%	23%	14%	2%
HP1b binding inh	55%[activator]	?	8%	40%[activator]	11%	30%	36%	23%	14%	4%
GLS inh	9%	20%	5%	-3%	2%	12%	-2%	1%	-1%	2%
PGK inhibitor	5%	-5%	-8%	9%	i	-1%	-11%	i	-2%	-6%
RGS4 inhibitor	-10%	-50%	9%	-5%	-12%	3%	-4%	18%[56.9 µM]	3%	-3%
ERG-DNA inh	16%	-9%	10%	5%	-2%	-12%	12%	1%	3%	5%

21) COc1ccc(C(CCNCc2ccc(N(C)C)cc2)C(C)C)cc1 (stereo unspecified)
22) CC12COC3(C(=O)Nc4ccc(F)cc4)CC1CCC32C (stereo unspecified)
23) COc1ccccc1NC(=O)NCc1ccco1
24) CN(C)c1ccc(C(=O)NCc2ccc3c(c2)CCN3C(=O)c2ccc(Cl)cc2)cc1
25) COc1ccc(N2CCN(C(=O)NCc3ccc(C)cc3)CC2)cc1
26) CC(C)CC1(C(=O)NCCN2CCOCC2)C=CCN1C(=O)c1ccccc1 (stereo unspecified)
27) COC(=O)c1ccc(NC(=O)CC2C(=O)N(c3ccccc3)C(=O)N2Cc2ccco2)cc1 (stereo unspecified)
28) c1ccc2c(c1)OCc1cn[nH]c1-2
29) CC1CN(C(=O)N2CCC(C(=O)NCc3cccs3)CC2)c2cc(Cl)ccc2O1 (stereo unspecified)
30) CCc1ccc(CCC(=O)Nc2ccc(C)c(C)c2)o1

compound no.	21	22	23	24	25	26	27	28	29	30
JMJD2A Tudor inh	32µM*	-7%[57.1 µM]	-20%	?	-6%	-7%	-15%	-12%	-32%	-27%
12-LOX inh	?	5%	11%	?	-10%	14%	-2%	0%	8%	0%
Pin1 inhibitor	?	-4%	-1%	7%	3%	0%	-17%	-6%	5%	2%
rTrxR1 inhibitor	-2%	18%	28%	2%[57.1 µM]	2%	10%	12%[57.1 µM]	8%	24%	-14%
HP1b binding inh	?	61%[activator]	29%	38%	16%	26%	28%	18%	?	11%
GLS inh	35%[activator]	2%	0%	-9%	0%	7%	1%	16%	3%	-4%
PGK inhibitor	7%	0%	-2%	-5%	-1%	-2%	i	2%	i	-3%
RGS4 inhibitor	18%	7%	-5%	20%	-17%	-5%	-1%	4%	5%	-11%
ERG-DNA inh	-5%	11%	13%	1%	6%	8%	2%	-12%	0%	1%

31) COC(=O)Cn1c2ccc(Cl)cc2c2nc(C)sc21
32) Cc1ccc(CNC(=O)C2CCCCN2S(=O)(=O)c2ccc(F)cc2)cc1 (stereo unspecified)
33) Cc1ccc(C(=O)N2CCn3c(C)ccc3C2C)cc1 (stereo unspecified)
34) Cc1ccccc1CC(=O)Nc1sc(C(C)C)cc1C(=O)N1CCOCC1
35) Cc1sc2ncnc(N)c2c1C
36) COC(=O)c1ccc(-c2sc3nc(N4CCOCC4)c4c(c3c2N)CC(C)(C)OC4)o1
37) CC(=O)N/C(=C/c1ccccc1)C(=O)N1CCCCC1
38) Cc1ccc(NC(=O)CSc2nc3ccccc3c(=O)n2CCCC(=O)NCCCN2CCOCC2)cc1
39) CCO/N=C(/C)c1c(O)c(C)c(-c2ccccc2)n(-c2ccccc2)c1=O
40) Cc1c(C(=O)OCC(=O)NCCN2C(=O)CSC2=O)oc2c1ccc1ccccc12

compound no.	31	32	33	34	35	36	37	38	39	40
JMJD2A Tudor inh	-13%	6%	-26%	-4%	-6%[11.4 µM]	-8%	-10%	-17%	-14%	-8%
12-LOX inh	168%[activator]	-9%	1%	-1%	17%	83%[activator]	-2%	-11%	?	-21%
Pin1 inhibitor	0%	?	?	1%	-1%	23%	-6%	-2%	2%	7%
rTrxR1 inhibitor	20%[11.4 µM]	2%[57.1 µM]	?	14%	21%	-13%[57.1 µM]	-10%	12%[57.1 µM]	-10%	23%
HP1b binding inh	9%	17%	-3%	17%	53%[activator]	13%	19%	2%	10%	20%
GLS inh	3%	0%	-4%	2%	0%	7%	-11%	7%	-1%	7%
PGK inhibitor	i	3%	20%	-4%	8%	3%	-2%	4%	-12%	-9%
RGS4 inhibitor	-37%	-16%	2%	5%	15%[11.4 µM]	3%	11%	5%	9%	1%
ERG-DNA inh	-11%	7%	-5%	9%	2%	-10%	12%	-1%	-4%	-6%
